Source: PubChem BioAssay
KOR beta-arrestin-1: kappa opioid receptor activators – cell-based, luminescence, uHTS, primary screen (AID 1777). KOR beta-arrestin recruitment, luminescence; higher % means a stronger effect. one-dose activation, % at 10 µM; EC50 in µM for titrated hits. 0.02% of 280,000 active; in the data active = activation above about 50%, passing the limit was not always enough; note: a part of the inactive calls stands beside numbers as strong as those of hits
NTR1 agonist: NTR1-driven beta-arrestin-GFP spot formation – imaging, U2OS cells, high content, primary screen (AID 493036) | P30989 | agonist mode | activation, % at 20 µM | 0.17% of 330,000 active;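 active = activation at or above 40% of the spot to cytoplasm intensity ratio, with at least 20 cells analyzed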;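 note: 0% = DMSO without peptide and 100% = 100 nM NTR1 peptide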
Target sequence (P30989 whole entry, looked up): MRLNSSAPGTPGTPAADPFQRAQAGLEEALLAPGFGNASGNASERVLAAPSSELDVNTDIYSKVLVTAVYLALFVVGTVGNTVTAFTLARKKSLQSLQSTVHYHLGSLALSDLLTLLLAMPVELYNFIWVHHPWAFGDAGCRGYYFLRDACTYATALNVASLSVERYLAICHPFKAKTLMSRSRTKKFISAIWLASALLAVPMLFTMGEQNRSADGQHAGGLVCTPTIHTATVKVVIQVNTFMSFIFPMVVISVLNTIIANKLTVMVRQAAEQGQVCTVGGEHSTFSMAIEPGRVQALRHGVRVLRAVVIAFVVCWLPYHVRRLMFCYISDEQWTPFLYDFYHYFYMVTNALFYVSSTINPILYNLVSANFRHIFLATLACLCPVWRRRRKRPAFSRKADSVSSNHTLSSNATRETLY
KOR beta-arrestin-2: KOR antagonists, beta-arrestin recruitment, cell-based, luminescence, uHTS (AID 1778); KOR beta-arrestin recruitment, luminescence, antagonist mode; higher % means a stronger effect; inhibition, % at 10 µM, or IC50 in µM where a hit was titrated; 0.091% of 290,000 active; note: strong numbers were not always called active
Yfh1-depleted yeast: mitochondrial function rescue without frataxin homolog – Friedreich's ataxia, plus single-dose screen, dose response (AID 1465); S. cerevisiae Yfh1-off respiration, WST-1 reduction, 72 h; higher fold induction means a stronger effect; 0.074% of 220,000 active; fold induction at 50 µM; hits with a dose series show EC50 in µM;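 active = fold induction of absorbance versus untreated yeast above a set limit, then at least 30% activation at any dose in follow-up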;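 note: activators that raise dye reduction in frataxin-depleted yeast; strong numbers were not always called active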
NOD2 inhibition: inhibition of NOD2-driven NF-kB reporter – cell-based, luminescence, uHTS, HEK293 (AID 1566); HEK293 NOD2/NF-kB luciferase reporter, luminescence; higher % means a stronger effect; inhibition, % at 4 µM, or EC50 in µM where a hit was titrated; 0.63% of 290,000 active; note: many of its hits are not listed in these tables
NOD1 inhibition: inhibition of NOD1-driven NF-kB reporter – cell-based, luminescence, uHTS, primary screen (AID 1578); one-dose inhibition, % at 4 µM; EC50 in µM for titrated hits; 1% of 290,000 active; NOD1-driven NF-kB luciferase reporter cells, luminescence; higher % means a stronger effect; in the data active = inhibition mostly above about 36%, no sharp cut-off; inactive = mostly below about 34%;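 note: HEK-293T reporter cells stimulated with the NOD1 agonist gamma-tri-DAP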
GPR55 beta-arrestin: selective activators of receptor GPR55 – imaging, U2OS cells, beta-arrestin-GFP redistribution, primary screen (AID 1961) | U2OS GPR55 beta-arrestin-GFP redistribution imaging; higher % means a stronger effect | 0.048% of 290,000 active | activation, % at 10 µM, or EC50 in µM where a hit was titrated;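 active = activation above 40% with more than 50 cells counted in the well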;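 note: U2OS osteosarcoma cells stably expressing GPR55 and beta-arrestin-GFP; plate controls were DMSO negative control for no effect and LPI positive control for full effect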
TNAP activators: stimulation of alkaline phosphatase TNAP activity – biochemical, luminescent, no phosphate acceptor, uHTS, primary screen (AID 1001) | purified TNAP, luminescent activation assay, no phosphate acceptor; higher activation fold means a stronger effect | one-dose activation fold at 20 µM; EC50 in µM for titrated hits | 0.03% of 200,000 active; in the data active = activation fold from about 3, or a potency from the dose series; inactive = the rest, 99 in 100 with activation fold below about 1.6; note: many of its hits are not listed in these tables
ER stress rescue: protection against thapsigargin-triggered cell killing – 384-well, CSM14.1, ATP luminescence, primary screen (AID 1222). 190,000 tested, under 10 active. one-dose cellular ATP content (survival), % at 20 µM; EC50 in µM for titrated hits. CSM14.1 thapsigargin-induced death rescue, ATP luminescence; higher % means a stronger effect;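 active = EC50 below 50 µM in the dose-response confirmation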;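 note: death triggered by thapsigargin at about 15 µM added after 2 h compound pretreatment; cell ATP read after overnight thapsigargin exposure of roughly 18 to 22 hours; normalized against plate controls of thapsigargin alone and 5% DMSO vehicle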
NTR1 agonist cell count 20 µM: further read-out of NTR1 agonist, marked with its call; cell count; measured here: cell count, cytotoxicity flag
The depositor's hits bear a star; i = inactive; . = not tested or not shown; [ ] = remark or other dose. Cut-off read from the data, not from the text of the source, unless noted: active = inhibition above about 50%; inactive = the rest. Only part of the results is shown; the hit share may differ from the screen's.

Values in the order: KOR beta-arrestin-1 | NTR1 agonist | NTR1 agonist cell count 20 µM | KOR beta-arrestin-2 | Yfh1-depleted yeast | NOD2 inhibition | NOD1 inhibition | GPR55 beta-arrestin | TNAP activators | ER stress rescue
- Cc1cc(N2CCOCC2)ccc1/C=C1\C(=O)NC(=O)N(c2ccccc2)C1=O
→ . | -0.2 | 76 | -60.3%[20 µM] | i | 13.7% | 30.4% | 0.2% | 1.1 | -0.7%
- CCc1ccc(N2C(=O)NC(=O)/C(=C\c3cc(C)n(-c4cc(C(=O)O)cc(C(=O)O)c4)c3C)C2=O)cc1
→ 2.8% | 0.1 | 42 | -36.7% | . | -11.2% | -7.5% | -0.2% | . | .
- O=C1C2CCCN2C(c2cccnc2)N1c1cccc(Cl)c1 (stereo not given)
→ -3.8% | -1.0 | 88 | 16.8% | i | 7.6% | -10.6% | -0.2% | 1.1 | -0.4%
- O=c1[nH]c(=O)n(Cc2ccc(F)cc2)c(O)c1C=NCCCO
→ -3.7% | 0.8 | 98 | -1.5% | i | 8.5% | -15.4% | -0.3% | 1 | 0.7%
- COc1cccc(/C=C2\N=C(c3cncc(Br)c3)OC2=O)c1
→ 2.1% | -1.8 | 79 | 7.8% | i | -1.1% | -15.1% | 0.2% | 1 | 1.8%
- COc1cc(C)cc2oc(=O)c(CC(=O)N3C[C@H]4C[C@@H](C3)c3cccc(=O)n3C4)c(C)c12
→ -3.0% | 0.2 | 98 | -17.9%[20 µM] | . | 1.4% | -20.5% | 0.5% | . | .
- COc1ccc(Cn2c(O)c(/C=N/NC(=O)c3ccncc3)c(=O)[nH]c2=O)cc1
→ 3.5% | 0.1 | 53 | 5.2% | i | 7.7% | -6.5% | 0.9% | . | .
- COc1ccc(C2CC(c3c(O)n(CCc4ccccc4)c(=O)[nH]c3=O)=NN2)cc1OC (stereo not given)
→ -1.5% | 2.1 | 42 | 39.7% | i | 11.5% | 1.2% | 0.0% | . | .
- Oc1ccc(Cl)cc1CN1CCN(Cc2ccccc2)CC1
→ 0.0% | -0.4 | 72 | 15.9% | i | -23.0% | -4.8% | -0.1% | 1 | -1.6%
- CC(C)Oc1cc(-n2c(=S)[nH]c3ccccc3c2=O)c(Cl)cc1Cl
→ -2.7% | 9.3 | 60 | -9.6% | i | 13.9% | 17.4% | 0.0% | 1 | -0.8%
- O=C(Cc1ccccc1)N1CCN(Cc2ccc(F)cc2)CC1
→ 5.2% | 0.6 | 67 | -34.3%[20 µM] | . | -1.5% | -14.8% | 0.5% | . | .
- CN1C(=O)C(=Cc2ccccc2OCc2ccc(C(=O)O)cc2)C(=O)N(C)C1=O
→ 0.0% | -0.5 | 48 | -4.8%[20 µM] | i | -19.9% | -20.1% | -0.1% | 1 | 1.8%
- Cc1cc(OCC(=O)NCc2ccc(S(N)(=O)=O)cc2)c2c3c(c(=O)oc2c1)CCC3
→ -0.9% | 1.5 | 61 | -31.3% | . | 10.8% | -33.4% | -0.1% | . | .
- CN(C(=O)Oc1ccc(C(=O)c2ccc(Cl)cc2)cc1)c1ccccc1
→ 0.9% | -0.8 | 52 | 6.5% | i | 15.0% | -20.3% | 0.2% | 1.2 | -1.2%
- CCOc1cccc(=NC2CCCCC2)c2c(C)[nH]c(C)c12
→ 1.4% | 9.8 | 55 | -11.3% | i | 24.1% | 1.4% | 2.4% | . | .
- CCn1c(O)c(C=Nc2ccc(S(N)(=O)=O)cc2)c(=O)[nH]c1=S
→ 0.8% | 0.0 | 69 | 3.6% | i | 6.7% | -23.2% | 0.2% | 0.9 | -0.8%
- CC(C)CCNC(=O)c1c(N)n(CC2CCCO2)c2nc3ccccc3nc12 (stereo not given)
→ -6.1% | 42.7* | 80* | -52.8% | i | 6.3% | -0.8% | 0.3% | 1.4 | -0.8%
- CC(C)(C)c1ccc(O)c(N=Cc2c(O)ccc3ccccc23)c1
→ 4.5% | -1.2 | 76 | -67.9%[20 µM] | . | 24.2% | 15.4% | 0.8% | . | .
- Fc1ccc(CNCCc2ccc3c(c2)OCO3)cc1
→ 1.3% | 0.2 | 56 | 14.1% | . | -0.3% | -32.2% | -0.2% | . | .
- CC(C)c1ccc(O)c(CN2CCN(c3ccccc3)CC2)c1
→ 14.5% | 1.3 | 89 | 6.9% | i | 17.7% | 25.7% | 0.2% | 1 | -4.8%
- COc1ccc(-n2c(C)cc(C(=O)C[N+]34CCN(CC3)CC4)c2C)cc1
→ 1.0% | -1.1 | 63 | -31.3% | i | 17.5% | 8.3% | 0.3% | 1.1 | -1.5%
- COc1cc(/C=C2\C(=O)NC(=O)N(c3ccccc3)C2=O)cc(OC)c1O
→ 6.2% | 3.9 | 80 | -5.5% | i | 1.5% | -24.3% | -0.1% | 0.6 | -2.5%
- O=C(N/N=C/c1c(O)n(C2CCCCC2)c(=S)[nH]c1=O)c1ccccc1
→ 4.9% | -0.9 | 58 | -14.9% | . | -8.1% | -34.6% | -0.3% | . | .
- O=c1c2ccccc2nc(-c2ccccc2)n1-c1cccc(O)c1
→ -3.9% | 0.2 | 55 | 12.5% | i | 13.3% | -14.5% | -0.2% | 1 | 1.1%
- O=C(COc1ccc(Cl)cc1)NCCc1cnc[nH]1
→ -7.1% | 0.3 | 85 | -4.9% | . | 1.8% | -2.0% | 0.4% | . | .
- COP(=O)(C#Cc1ccccc1)C(O)c1ccc(Br)cc1 (stereo not given)
→ 0.2% | -0.6 | 37 | -1.9% | i | 11.1% | -10.0% | 0.6% | . | .
- Cc1nc2cc(C(F)(F)F)ccc2n1C1CCN(Cc2nnnn2Cc2cccs2)CC1
→ . | 1.0 | 77 | . | i | -8.5% | -21.1% | -0.1% | 1 | -1.5%
- O=C(COc1ccccc1)N1CCN(Cc2c[nH]c3ccccc23)CC1
→ -4.9% | 0.4 | 41 | -17.8% | i | 4.8% | -15.4% | -0.2% | 1 | -1.2%
- OCC#CC[N+]1(CC#Cc2ccccc2)CCOCC1
→ 3.4% | 0.1 | 32 | -9.9% | i | 1.7% | 0.8% | 0.1% | 1.1 | -0.9%
- CCc1ccccc1NC(=O)N1C[C@H]2C[C@@H](C1)c1cccc(=O)n1C2
→ -4.2% | 0.1 | 82 | -39.5%[20 µM] | . | 4.3% | 54.5%* | -0.2% | . | .

Some values from the results shown:
O=C1C2CCCN2C(c2cccnc2)N1c1cccc(Cl)c1 (stereo not given) @ TNAP activators: 1.1
O=c1[nH]c(=O)n(Cc2ccc(F)cc2)c(O)c1C=NCCCO @ KOR beta-arrestin-1: -3.7%

More records:
Values in the order: KOR beta-arrestin-1 | NTR1 agonist | NTR1 agonist cell count 20 µM | KOR beta-arrestin-2 | Yfh1-depleted yeast | NOD2 inhibition | NOD1 inhibition | GPR55 beta-arrestin | TNAP activators | ER stress rescue
- C[C@H]1CCCC(=O)CCC/C=C/c2cc(O)cc(O)c2C(=O)O1
→ . | 0.6 | 60 | 21.4% | i | -168.4% | 27.5% | 0.2% | 1 | -2.4%
- Cc1cccn2c(=O)c3c(nc12)N1CCc2ccccc2C1C1(C3)C(=O)NC(=O)N(C)C1=O (stereo not given)
→ 4.1% | 1.8 | 57 | -22.6% | i | 2.1% | 15.4% | 0.3% | 0.8 | -1.4%
- COc1ccc(CCNCc2ccccn2)cc1OC
→ -4.0% | -1.1 | 67 | 3.7% | i | -10.9% | -21.8% | 0.3% | 1 | 0.1%
- S=C1Nc2ccccc2Sc2ccccc21
→ -4.5% | 3.3 | 67 | -45.9%[20 µM] | i | 1.4% | -13.2% | -0.1% | 1.1 | 0.1%
- CCOC(C(=O)OCCC[N+](C)(CC)CC)(c1ccccc1)c1ccccc1
→ -7.1% | 1.0 | 55 | -23.7% | i | -8.5% | -2.1% | -0.2% | 1 | -0.9%
- Cc1ccc(C(=O)O)cc1N=Nc1c(O)[nH]c(=O)[nH]c1=O
→ 0.4% | -0.6 | 67 | 3.8% | i | 3.0% | -29.6% | -0.6% | 1 | -0.6%
- CC(Cc1cnccn1)NCc1c(C(=O)N2CCCCCCC2)nc2ccc(Cl)cn12 (stereo not given)
→ 1.5% | 1.2 | 67 | 6.7% | . | 3.8% | -11.9% | 0.3% | . | .
- CN(C)C(=O)Oc1ccc2oc(=O)cc(-c3cc4ccccc4o3)c2c1
→ 0.6% | 3.1 | 75 | -36.7% | . | 9.5% | -16.2% | -0.1% | . | .
- O=c1[nH]c(=O)n(C2CCCCC2)c(O)c1C1NCCc2ccccc21 (stereo not given)
→ 1.5% | 0.2 | 64 | 2.9% | i | -9.6% | -8.8% | 0.2% | 1 | 1.9%
- Clc1ccc(-c2nc3ccc(Cl)cn3c2CN2CCOCC2)cc1
→ -3.9% | 1.1 | 35 | -1.1% | i | 3.2% | 16.7% | 0.1% | 1 | -2.7%
- CC(Cc1ccccc1)N1C(=O)c2ccccc2C1=O (stereo not given)
→ 1.2% | 0.7 | 51 | 17.5% | . | -5.3% | -10.8% | 0.0% | . | .
- O=C(c1ccc2c(c1)OCO2)C1CCCN(Cc2ccccn2)C1 (stereo not given)
→ . | -0.9 | 54 | 7.9%[20 µM] | i | -28.2% | 2.4% | -0.1% | 1.1 | -2.6%
- COc1ccc(C)cc1NC1=NCCCS1
→ 4.1% | 0.8 | 46 | -6.3% | i | 5.3% | -26.6% | 0.2% | 1.2 | 1.5%
- O=C(Nc1ccc(F)cc1F)c1cccn(Cc2ccccc2)c1=O
→ -2.8% | 0.9 | 50 | 10.5% | i | 5.6% | 30.0% | -0.3% | 1 | 0.7%
- Cc1ccc(OP(=O)(Nc2cccc(C)c2)Oc2ccc(C)cc2)cc1
→ -1.7% | 14.8 | 74 | 9.9% | . | 5.0% | -12.7% | -0.1% | . | .
- Cc1ccc(-n2c(C)cc(/C=C3/C(=O)NC(=O)N(Cc4ccco4)C3=O)c2C)cc1
→ 2.6% | 36.8 | 73 | -21.0% | . | 1.6% | -4.6% | -0.1% | 0.9 | -1.8%
- O=c1c2ccccc2nc(Cc2ccccc2)n1-c1ccc(O)cc1
→ . | 1.4 | 101 | -6.1%[20 µM] | i | 6.0% | -21.3% | -0.1% | 1 | -1.1%
- COc1ccc(CN2CCN(c3ccccc3)CC2)c(C)c1C
→ -3.9% | 0.5 | 68 | 20.0% | i | 0.8% | 2.7% | -0.1% | 1.1 | -2.4%
- O=C1NC(=O)N(C2CCCCC2)C(=O)C1C1c2ccccc2C(=O)N1Cc1ccccc1 (stereo not given)
→ -6.5% | -1.0 | 42 | 28.0% | i | 7.3% | 4.9% | -0.1% | 1.1 | 1.6%
- CCCCN1CCC(O)(c2ccccc2)C(C(=O)c2ccccc2)C1 (stereo not given)
→ -2.1% | -0.4 | 61 | 3.8% | i | -6.8% | -9.4% | -0.3% | 1.1 | 1.7%
- COc1cccc(-c2cc(C(F)(F)F)n3nc(C(=O)N4CCC5(CC4)OCCO5)cc3n2)c1
→ -2.8% | 0.0 | 42 | 0.6% | i | 16.4% | -18.7% | -0.3% | 1.1 | -1.8%
